GSK3A inh: blockers of GSK3A enzyme activity – biochemical, luminescence, cell-free homogeneous, HTS, primary screen; GSK-3 alpha kinase, ADP-Glo luminescence, 60 min; inhibition, % at 10 µM; 320,000 tested, 0.1% active;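 in the data active = inhibition above about 50%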;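 note: GST-tagged GSK-3 alpha with peptide substrate and 25 µM ATP; 0% = DMSO neutral wells and 100% = GW8510 positive control wells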
Target sequence (P49840 whole entry, looked up): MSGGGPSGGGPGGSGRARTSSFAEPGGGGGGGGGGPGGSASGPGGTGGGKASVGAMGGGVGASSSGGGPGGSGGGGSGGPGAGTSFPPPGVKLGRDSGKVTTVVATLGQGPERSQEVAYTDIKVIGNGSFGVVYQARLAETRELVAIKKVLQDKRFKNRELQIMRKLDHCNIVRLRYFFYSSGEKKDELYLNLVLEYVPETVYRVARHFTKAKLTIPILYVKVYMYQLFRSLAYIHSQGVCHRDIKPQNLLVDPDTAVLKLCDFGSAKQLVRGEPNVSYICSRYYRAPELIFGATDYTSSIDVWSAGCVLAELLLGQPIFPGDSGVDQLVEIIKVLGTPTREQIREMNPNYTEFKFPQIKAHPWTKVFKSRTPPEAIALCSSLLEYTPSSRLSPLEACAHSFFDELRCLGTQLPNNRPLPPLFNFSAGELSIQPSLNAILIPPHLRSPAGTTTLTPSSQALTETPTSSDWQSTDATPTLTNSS
IEC-6 tox: cytotoxicity in IEC-6 intestinal epithelial cells, primary screen, cytotoxicity control for KLF5 inhibitor project, cell-based, luminescence. IEC-6 cytotoxicity, luminescence viability. inhibition, % at 5 µM. 290,000 tested, 0.78% active. AID 1825, 2009; in the data active = inhibition above about 22%;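 note: 0% = plate median of test compound wells and 100% = cytotoxic reference compound wells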
HSP90 inh: HSP90 inhibitors, primary screen, cell lysate, luminescence; Heat shock protein HSP 90 (rabbit reticulocyte lysate; luciferase refolding); Rabbit reticulocyte lysate, luciferase refolding luminescence, 3 h; inhibition, % at 5.6 µM; 290,000 tested, 0.91% active;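 active = inhibition above the screen-wide mean plus 3 SD, computed separately per campaign, cut at about 16% in these data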;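 note: 0% = DMSO wells and 100% = 60 µM geldanamycin wells; inhibitors lower the luminescence because luciferase stays unfolded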
KLF5 inh: KLF5 expression inhibitors, primary screen, DLD-1 cells, luminescence | inhibition, % at 5 µM | DLD-1 KLF5 promoter-luciferase reporter | 290,000 tested, 0.23% active;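 active = inhibition above a per-plate limit of that plate's mean compound inhibition plus 3 SD, cut at about 60% in these data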;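 note: 0% = DMSO wells and 100% = LY294002 at 200 µM; higher means less KLF5 promoter-driven luciferase light; inactives centre near -14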
aSyn 5UTR inh: MLPCN primary screen, SNCA 5' untranslated region; inhibition, % (tested at 7.5 µM); alpha-synuclein 5'UTR reporter, inhibitor activity; 300,000 tested, 0.82% active; in the data active = inhibition above about 60%;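 note: H4 neuroglioblastoma cells stably carrying SNCA 5'UTR luciferase fusion; 0% = DMSO wells and 100% = positive control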
HSF1 activator: HSF-1 activators, primary screen, NIH3T3-HGL cells, MG132 stress, luminescence, single point; NIH3T3-HGL HSF-1 luciferase reporter, 8 h; 100% = twice DMSO control signal; activation, % at 9 µM; 300,000 tested, 1.7% active;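 active = mean replicate activation of at least 50% with a set share of replicates each reaching 50%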;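 note: 0% = median of the neutral control wells and 100% = twice that signal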
DYRK1A inh: rat Dyrk1A kinase inhibitors, primary screen, biochemical, single point, plate reader; 310,000 tested, 0.43% active; ADP-Glo luminescence, NFATc1 peptide; inhibition, % at 12.5 µM; Dual specificity tyrosine-phosphorylation-regulated kinase 1A (Rattus norvegicus), Q63470; AID 504441, 2011; in the data active = inhibition above about 50%;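 note: plate controls were vehicle with enzyme for no effect and no enzyme for full effect; many of its hits are not listed in these tables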
Platelet DG rel: inhibitors of platelet dense granule secretion, primary screen, cell-based, MLPCN, human platelets. 300,000 tested, 0.22% active. human platelet-rich plasma, SFLLRN dense granule ATP release, luminescence. inhibition, %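 (compounds screened at 7.5 µM in platelet-rich plasma)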;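 active = mean replicate score, as percent of positive control, at or above 50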
GSK3B inh: human GSK3beta kinase inhibitors, primary screen, biochemical, cell-free homogeneous, HTS; Glycogen synthase kinase-3 beta (Homo sapiens), P49841; GST-GSK3beta kinase, ADP-Glo luminescence, 60 min; active compounds read low; activity score (negative = inhibition), % at 10 µM; 300,000 tested, 0.038% active;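 active = more than half of replicate wells score below -50%, meaning over 50% inhibition versus plate controls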;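 note: 0% = median DMSO wells and -100% = median GW8510 positive control wells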
Target sequence (P49841 whole entry, looked up): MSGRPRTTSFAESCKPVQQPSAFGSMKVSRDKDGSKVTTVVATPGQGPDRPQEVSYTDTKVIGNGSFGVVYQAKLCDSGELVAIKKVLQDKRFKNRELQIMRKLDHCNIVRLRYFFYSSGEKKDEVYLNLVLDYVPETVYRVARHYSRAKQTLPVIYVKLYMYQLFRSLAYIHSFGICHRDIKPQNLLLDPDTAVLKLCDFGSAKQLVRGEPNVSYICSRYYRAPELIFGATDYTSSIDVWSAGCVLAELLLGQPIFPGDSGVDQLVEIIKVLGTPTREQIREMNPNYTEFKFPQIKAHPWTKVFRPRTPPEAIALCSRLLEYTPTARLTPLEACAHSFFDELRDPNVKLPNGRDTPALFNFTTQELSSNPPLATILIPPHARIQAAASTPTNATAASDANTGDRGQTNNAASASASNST
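Test system: GST-tagged human GSK3beta kinase, cell-free; evaluation: activity score scaled between in-plate DMSO and GW8510 controls; measured by: ADP-Glo luminescence; incubation: 60 min reaction, RT; benchmarks: DMSO and 20 µM GW8510; reagent: peptide substrate plus 25 µM ATP (final); medium: Tris/MgCl2 kinase buffer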
HSF1 inh: HSF1 inhibitors in luciferase reporter cells, primary screen, cell-based, NIH3T3, luminescence; NIH3T3-HGL HSE-luciferase, MG132-induced, luminescence 8 h; active compounds read low; activity change, negative = inhibition, % at 7.5 µM (by protocol); 300,000 tested, 0.77% active;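 active = more than half of replicate wells show activity change below -50%, luminescence cut by over half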;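 note: luciferase reports HSF-1 transcriptional activity via heat shock element; 0% = median of DMSO wells and -100% = zero luminescence signal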
An asterisk follows results filed as active; nt = not tested or not shown. These rows are one share of the data; the hit share may differ from the screen's.

SMILES	GSK3A inh	IEC-6 tox	HSP90 inh	KLF5 inh	aSyn 5UTR inh	HSF1 activator	DYRK1A inh	Platelet DG rel	GSK3B inh	HSF1 inh
O=C(NCc1ccco1)c1ccc([N+](=O)[O-])cc1Cl	-2	3	4	-15	12	40	nt	1	0	14
O=C(NCc1ccccc1)C1=C[C@H](c2ccc3c(c2)OCO3)C[C@H](OCc2ccc(CO)cc2)O1	-3	nt	nt	nt	19	-9	-4	0	1	-1
CN1CCN(C(c2ccc(C(F)(F)F)cc2)c2cc(Cl)c3cccnc3c2O)CC1 (stereo not drawn)	-2	11	14	47	53	-25	nt	3	-2	-11
Cc1ccc(C)c(C(=O)CN2C3=NCCCN3c3ccccc32)c1	1	1	0	-23	-3	nt	1	3	1	nt
CCCn1ncc2c(Nc3ccc(C)c(C)c3)ncnc21	7	-1	-1	-114	-92	43	11	3	nt	17
O=c1nc(-c2ccccc2)c2cc(SC(F)F)ccc2[nH]1	-1	2	3	-6	21	3	2	-4	-4	3
O=C(Nc1ccccc1C(=O)N1CCOCC1)c1cc2ccccc2o1	-6	1	-2	-5	4	-3	5	0	1	-4
Cn1c(C(=O)O)ccc1S(=O)(=O)N(Cc1ccccc1)Cc1ccccc1	-4	4	2	5	-5	22	5	3	2	6
COc1cc([C@H]2c3[nH]c4ccccc4c3C[C@H]3C(=O)N4[C@@H](c5cc(OC)c(OC)c(OC)c5)c5[nH]c6ccccc6c5C[C@H]4C(=O)N23)cc(OC)c1OC	-2	11	2	8	33	-46	-12	-1	-1	-45
CCN(C(=S)Nc1cccc(C)c1)c1ccccc1	0	-2	4	-12	5	-8	-3	8	-4	4
Cc1cc(C)c(C#N)c(SCC(=O)c2cc(C)n(CCc3ccccc3)c2C)n1	1	-2	-1	14	1	26	7	-9	-2	12
CCN(CC)S(=O)(=O)c1ccc(NC(=O)C2COc3ccccc3O2)cc1 (stereo not drawn)	6	0	-1	-10	8	8	8	-4	-1	2
CC(C)CCN1CCN(Cc2ccsc2)CC1CCO (stereo not drawn)	0	-5	-7	-20	4	-12	2	5	-2	-1
CCCN1C(=O)CSC1=Nc1ccccc1	-5	3	3	-18	8	4	3	1	-1	-8
COc1cc(C(=O)NNC(=S)NC(=O)c2ccc3c(c2)OCO3)cc(OC)c1OC	2	6	1	-2	-8	37	nt	-18	-3	8
CS/C(=N\S(=O)(=O)c1ccc(Cl)cc1)c1ccccc1	-2	2	0	-19	8	20	5	-8	0	1
O=C(/C=C/c1ccc([N+](=O)[O-])s1)N1CCCC1	-3	1	14	-18	-102	34	-5	1	3	9
COc1ccc(OC)c(C2C(C(=O)O)c3ccccc3C(=O)N2C)c1 (stereo not drawn)	-2	-1	1	-5	-4	2	-17	2	2	-6
CC(=O)c1cccc(CN2CCN(Cc3ccc(C)cc3)C(CCO)C2)c1 (stereo not drawn)	-5	2	4	0	37	1	nt	12	-3	-2
CCC1CCCN1Cn1cnc2c([nH]c3ccc(OC)cc32)c1=O (stereo not drawn)	25	0	0	-26	7	32	5	-49	-14	6
Cc1csc(SCC(=O)Nc2cccc(S(=O)(=O)N3CCCC3)c2)n1	nt	-1	1	-1	-3	-6	0	-2	4	-2
CCOC(=O)c1c(S(=O)(=O)NCC(=O)Nc2ccccc2)c(C)n(C)c1C	-1	4	0	-15	8	-6	-1	-4	-26	-10
CN(CC(=O)Nc1cccc(Cl)c1)S(=O)(=O)c1ccc2[nH]c(=O)oc2c1	-3	-5	-8	-24	15	16	-7	-2	-3	4
CN(CC(=O)Nc1ccc(F)c(F)c1F)C(=O)c1ccc(=O)[nH]c1	-4	1	-2	-11	-14	-6	-6	-7	1	-5

Record cards, from the list above. Values in the order: GSK3A inh, IEC-6 tox, HSP90 inh, KLF5 inh, aSyn 5UTR inh, HSF1 activator, DYRK1A inh, Platelet DG rel, GSK3B inh, HSF1 inh
Profile of Cn1c(C(=O)O)ccc1S(=O)(=O)N(Cc1ccccc1)Cc1ccccc1 → -4, 4, 2, 5, -5, 22, 5, 3, 2, 6
Profile of CCCn1ncc2c(Nc3ccc(C)c(C)c3)ncnc21 → 7, -1, -1, -114, -92, 43, 11, 3, nt, 17
Profile of CS/C(=N\S(=O)(=O)c1ccc(Cl)cc1)c1ccccc1 → -2, 2, 0, -19, 8, 20, 5, -8, 0, 1

Other structures:
SMILES	GSK3A inh	IEC-6 tox	HSP90 inh	KLF5 inh	aSyn 5UTR inh	HSF1 activator	DYRK1A inh	Platelet DG rel	GSK3B inh	HSF1 inh
Cc1sc2nc(CSc3ccc([N+](=O)[O-])cc3)[nH]c(=O)c2c1C	-3	4	-2	-18	18	28	nt	6	1	15
Cc1ccc(N2CCN(/N=C/C3=C(N4CCOCC4)C(=C\c4ccccc4)/CC3)CC2)cc1	0	-12	0	-5	3	6	nt	-4	-1	-2
Cc1ccc(Sc2ccc(/C=C3/C(=O)NN(c4ccccc4)C3=O)o2)cc1	1	-1	2	-4	-27	-13	4	3	-3	2
COC(=O)c1cccc(NC(=S)NC(C)C)c1	7	-4	1	-14	-20	0	21	-1	-4	-2
COc1ccc(-n2ccnc2SCC(=O)NCc2ccc3c(c2)OCO3)cc1	0	3	6	-2	1	-9	2	0	3	2
COc1ccc(NC(=O)c2ccc(-n3cccn3)nc2)cc1	0	-4	-4	-9	0	1	3	5	3	-3
CSc1ccc(C(=O)C2CCCN(C(=O)c3nonc3C)C2)cc1 (stereo not drawn)	14	8	4	1	5	6	3	17	1	-1
COC(=O)c1cccc(-n2c(=O)n(Cc3ccccc3)c(=O)c3[nH]cnc32)c1C	-1	-2	8	5	9	-9	-1	-4	-3	-2
COc1ccc(NC(=O)Cn2nnc(C(=O)NCc3ccc4c(c3)OCO4)c2N)cc1	-2	-18	-4	-27	-10	7	29	2	0	5
CCCc1nn(CCc2ccccn2)c(N)c1CC	0	4	5	-20	-7	-10	2	1	3	4
CCOCCCn1c(SCC(=O)Nc2ccc(NC(C)=O)cc2)nc2ccccc2c1=O	-1	-2	-3	-13	-36	-11	3	1	-22	-4
CCCCC(CC)CNC(=O)C1CC=CCC1C(=O)O (stereo not drawn)	-1	5	-2	5	20	-3	-1	-3	1	-3
CCOc1ccc(-n2nc3c(SCCN4CCCC4)nnc(C)c3c2C)cc1	-2	-4	3	-7	-7	-14	-8	-7	2	3
CCOC(=O)C(=NC(C)C)NNc1cc(Cl)ccc1Cl	0	8	-4	-8	-13	37	5	8	-1	-1
CC1CC(C)CN(c2ccc(S(=O)(=O)N3CCOCC3)cc2)C1 (stereo not drawn)	-1	-6	-1	-39	-11	-12	15	5	-1	5
CC(C)NC(=O)Cn1cc(C(=O)C2CC2)c2ccccc21	-1	-9	-4	3	6	11	0	4	-3	7
O=C(COc1ccc(Cl)cc1Cl)N1CCN(C(=O)c2ccco2)CC1	1	-10	-2	-8	12	13	3	-36	3	6
O=C(Nc1ccccn1)c1cccs1	-2	-6	3	-34	-113	19	-1	1	-3	0
O=C(/C=C/c1ccccc1)Nc1scc(-c2ccccc2)c1C(=O)O	nt	0	4	-118	-84	30	2	-2	3	20
C=CCN1C(=S)N[C@@H]2CS(=O)(=O)C[C@@H]21	6	-6	-2	-17	-5	25	nt	-3	0	-5
O=C(NC(=O)N1CCN(c2ccccc2)CC1)c1ccc(Cl)cc1	-3	-2	-5	-13	-66	2	2	-2	1	13
Cc1ccc(CS(=O)(=O)CCC(=O)NCCc2ccccc2)cc1	-1	5	-1	-10	22	10	-2	0	0	-1
c1ccc2c(CSCCc3ccncc3)cccc2c1	-2	7	4	-13	-40	12	4	1	5	4
CCC(=O)c1ccccc1OCCN1C(=O)NC(C)(C)C1=O	-2	2	2	-3	27	17	40	8	-2	4
CCOC(=O)c1c(N2C(=O)C3CC(C)=C(C)CC3C2=O)sc(C)c1C (stereo not drawn)	1	-4	-1	-16	-2	-5	-7	0	4	6
COc1ccc(N(C(C)C(=O)NN=C2CCCC2)S(C)(=O)=O)cc1 (stereo not drawn)	-2	0	0	-36	13	-1	7	-1	-3	-4
COc1ccccc1/C=C/C(=O)NCC(=O)N/N=C(/C)c1ccco1	2	2	-2	1	0	8	-1	-43	4	-7
COc1ccc(-c2csc(/N=C/N(C)C)n2)cc1OC	1	3	-1	-46	-11	9	1	1	3	3
CCc1ccc(-c2cc(C)no2)cc1S(=O)(=O)NCc1ccccc1OC	1	3	1	-2	-10	13	-7	-5	1	-7
COc1ccc(S(=O)(=O)Nc2c(NC3CCCCC3)c3ccccc3oc2=O)cc1OC	-2	-1	0	-62	-17	6	2	5	4	2
CC(C)(C)c1ccc(NC(=O)CC2(C(F)(F)F)OCCO2)cc1	-3	0	1	-86	-112	27	1	13	2	23
Cc1cc(C)n(C2CC(=O)N(c3cccc(Cl)c3)C2=O)n1 (stereo not drawn)	0	0	-5	-10	-1	9	8	-15	-2	1
Cc1cc(NS(=O)(=O)c2ccc(NC(=O)CSc3nnc(-c4ccco4)n3C)cc2)nc(C)n1	-1	7	-3	-1	11	3	-2	0	1	1
O=C(NCc1ccccc1)C(c1ccccc1F)N(C(=O)c1csnn1)C1CCCC1 (stereo not drawn)	-1	3	0	-5	4	4	-1	1	0	1
CCOc1ccc(N(CC(=O)Nc2ccc(C)c(C)c2)S(C)(=O)=O)cc1	7	6	-2	-171	-171	14	-3	-9	0	24
CN1CCN(c2ccc(CNS(=O)(=O)c3ccccc3)cc2)CC1	1	-4	6	-8	-27	10	-8	-14	1	0
CCc1cccc2c(=O)c(C(=O)N3CCOCC3)c[nH]c12	-3	-7	2	3	-15	-3	0	4	-6	-7
COc1ccc2cc(CN(CC3CCCO3)S(=O)(=O)c3ccccc3)c(=O)[nH]c2c1 (stereo not drawn)	2	2	5	-56	12	-6	nt	5	0	10
CC(=O)NC1=NC(=O)/C(=C/c2cc(C)n(-c3ccc(NC(C)=O)cc3)c2C)S1	6	-5	5	-26	-80	32	-17	-2	1	16
COc1cc2c(C(=O)N3CCN(c4ccccc4)CC3)c(C)oc2cc1Br	-1	4	0	-9	28	20	8	-35	4	7
O=C(NCCCCCCNC(=O)OCCO)OCCO	-5	5	2	9	-13	5	9	-2	-5	9
COc1ccccc1-c1ccc(SCC(=O)Nc2cc(C)on2)nn1	3	-2	3	-8	-30	60*	-4	-5	-3	39
CCOC(=O)c1ccc(Oc2nc(NC(C)(C)C)nc(N(C)C)n2)cc1	nt	2	-1	-16	24	18	-4	-2	-1	0
CN(C)c1cccc2c(S(=O)(=O)N3CCCC3)cccc12	0	6	11	-10	-19	-1	0	-11	-2	9
COc1ccccc1NC(=O)c1sc2ncn(CC(=O)N3CCC(C)CC3)c(=O)c2c1C	0	4	-5	-30	-17	-1	-8	13	1	0
